NPR1 activator = GC-A (human) enzyme activation. HEK293 GC-A cells, cGMP TR-FRET, EC30 ANP; 0% at EC30 ANP, 100% saturating ANP. hit rate 0.14% among 370,000. AID 1671463. activation, % at 10 µM; in the data active = activation above about 40%
ARFGAP1 inhibitor = inhibitors of rat ARFGAP1; Arfgap1-stimulated ARF1 GTP hydrolysis, GDP FP detection; inhibition, % at 16.5 µM; AID 651572; hit rate 0.26% among 360,000; Q62848;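 active = inhibition above a per-plate limit, mean inhibition of low control wells plus 3 SD, cut at about 25% in these data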;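 also: 0% = DMSO wells with enzyme and 100% = wells lacking Arfgap1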
Target sequence (Q62848 1-136 limits assumed): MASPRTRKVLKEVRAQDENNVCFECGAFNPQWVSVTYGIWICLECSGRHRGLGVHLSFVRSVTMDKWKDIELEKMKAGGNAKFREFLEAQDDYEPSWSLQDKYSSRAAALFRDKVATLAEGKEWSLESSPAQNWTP
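Material: rat Arfgap1 catalytic domain, aa 1-136; also added: human ARF1(Δ1-17)-GTP substrate; compound dosing: one concentration, 16.5 µM, DMSO 1.26%; incubation: GTP hydrolysis reaction 2 h at 25 °C; measured by: Tracer-displacement fluorescence polarization with EDTA stop, 620/688 nm; evaluation: % inhibition from polarization; repeats: one replicate per compound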
NPR2 activator = GC-B (human) receptor activation; P20594; HEK293-GC-B cells, CNP EC30, cGMP TR-FRET; 0% at EC30 CNP, 100% saturating CNP; activation, % at 10 µM; hit rate 0.11% among 370,000;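 active = activation at 10 µM reaching about 35% in either raw or pattern-adjusted values, limit read from the data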
DDE Tn6 FP inh = inhibitors of Tn6 peptide binding to human fibrin DD(E) | hit rate 0.21% among 370,000 | P02675 | Fibrin DD(E) TRITC-Tn6 fluorescence polarization displacement | inhibition, % at 8.3 µM | AID 720509;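 active = inhibition above a per-campaign cutoff: mean of compounds within control limits plus 3 SD, cut at about 15% in these data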;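 also: 0% = median of all compound wells on the plate and 100% = blocking peptide control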
rCAG RNA binder = r(CAG) repeat RNA binding; hit rate 1.3% among 370,000; inhibition, % at 3 µM; TO-PRO-1 dye displacement fluorescence;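 active = inhibition above the plate cutoff, the mean of all test compounds on that plate plus 3 SD, cut at about 35% in these data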;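 also: 0% = DMSO alone and 100% = 100 µM mitoxantrone as full dye displacement; higher means more dye released from RNA so lower well fluorescence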
GAA850 FXN act = increases GAA850 frataxin promoter reporter activity. HEK293 lucGAA850 FXN promoter luciferase reporter, 24 h; percent of 10 µM SAHA response. activation, % at 6 µM. hit rate 0.56% among 360,000. AID 540364;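 active = activation above the average of all compounds screened plus 3 SD, cutoff fixed separately per campaign, cut at about 7.5% in these data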;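 also: 0% = DMSO wells and 100% = 10 µM SAHA wells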
KLK7 zymogen act = activates the human kallikrein-7 zymogen; P49862; purified proKLK7, EDANS-DABCYL substrate fluorescence; 100% is mature enzyme control, 0% vehicle; activation, % at 7 µM; hit rate 0.9% among 370,000; AID 652039;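 active = activation above the mean of all tested compounds plus 3 SD, computed per campaign excluding outliers beyond control limits, cut at about 13% in these data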
Target sequence (P49862 whole entry, looked up): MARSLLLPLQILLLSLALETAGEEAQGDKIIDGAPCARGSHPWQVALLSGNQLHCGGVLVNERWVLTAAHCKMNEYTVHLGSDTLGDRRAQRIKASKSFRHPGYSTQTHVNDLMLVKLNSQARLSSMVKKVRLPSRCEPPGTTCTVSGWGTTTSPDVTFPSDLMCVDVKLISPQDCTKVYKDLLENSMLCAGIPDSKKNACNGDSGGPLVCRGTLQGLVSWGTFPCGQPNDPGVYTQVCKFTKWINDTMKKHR
ADAM10 inh = inhibitors of human ADAM10. O14672. recombinant ADAM10, EDANS/DABCYL FRET peptide cleavage, 3 h. inhibition, % at 7 µM. hit rate 0.62% among 370,000;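 active = inhibition above a per-campaign cutoff equal to the mean of compounds falling between control-based bounds plus 3 SD, cut at about 20% in these data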;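 also: 0% = DMSO wells while the 100% control is not disclosed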
ASAP1 GAP inh = blocks human ASAP1-stimulated Arf1 GTP hydrolysis; hit rate 0.19% among 360,000; inhibition, % at 16.5 µM; GDP FP detection; in the data active = inhibition above about 25%;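 also: 0% = vehicle with enzyme and substrate and 100% = no enzyme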
Target sequence (Q9ULH1 325-724 limits assumed): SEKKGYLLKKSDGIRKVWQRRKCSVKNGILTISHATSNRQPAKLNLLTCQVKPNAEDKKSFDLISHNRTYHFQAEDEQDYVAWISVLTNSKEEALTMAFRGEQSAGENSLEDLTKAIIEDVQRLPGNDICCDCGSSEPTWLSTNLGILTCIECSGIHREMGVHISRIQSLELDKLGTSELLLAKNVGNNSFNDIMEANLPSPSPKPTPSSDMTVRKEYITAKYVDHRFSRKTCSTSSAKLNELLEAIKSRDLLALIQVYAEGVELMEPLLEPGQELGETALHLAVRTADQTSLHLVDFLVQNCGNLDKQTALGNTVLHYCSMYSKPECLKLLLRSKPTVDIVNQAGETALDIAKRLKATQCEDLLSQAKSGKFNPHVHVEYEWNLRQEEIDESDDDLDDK
HGIII-sPLA2 inh = Blocks human group III sPLA2 activity; QFRET BODIPY PC-A2 liposome hydrolysis, fluorescence; inhibition, % at 12.2 µM; hit rate 0.56% among 370,000;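 active = inhibition above mean plus 3 SD of compounds lying within the high and low control bounds, cut at about 19% in these data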;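 also: 0% = median of test compound wells and 100% = no enzyme DMSO wells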
* marks the source's active call; other numbers are inactive results; . = not tested or not shown.

No. | structure | NPR1 activator | ARFGAP1 inhibitor | NPR2 activator | DDE Tn6 FP inh | rCAG RNA binder
1 | Nc1[nH]c(C(=O)c2ccccc2)c(-c2ccccc2C(F)(F)F)c1C(=O)NCc1ccc(F)cc1 | 0.7 | 1.9 | 4.6 | -0.3 | 4.0
2 | COc1ccc2[nH]c(=O)c(CN(CCc3cccc(C)c3)C(C)=O)cc2c1 | -3.4 | 4.6 | -9.9 | 0.5 | -6.0
3 | O=C(NCCN1CCCC1)c1ccc2c(=O)n(CCc3ccccc3)c(=O)[nH]c2c1 | 5.9 | 4.6 | -6.7 | -5.0 | 7.4
4 | CCC(C)c1ccccc1OCCCN(C)Cc1ccccc1 (stereo not given) | -10.6 | -7.4 | -9.7 | 3.2 | -5.9
5 | CCCN1Cc2cccc(C(=O)NCCc3cccc(C)c3)c2C1=O | 14.5 | 8.7 | 22.6 | -0.1 | -6.9
6 | N#Cc1ccc(C(=O)Oc2coc(CSc3ncccn3)cc2=O)cc1 | 1.6 | . | 0.4 | 5.5 | .
7 | O=C1c2ccccc2C(=O)N1CCCCN(C(=O)c1cc([N+](=O)[O-])ccc1Cl)c1ccc(Cl)cc1 | 2.7 | -2.2 | -0.1 | 1.1 | -1.3
8 | Cc1cc(C)c(OCC(=O)OCC(=O)NCC2CCCCC2)c(C)c1 | 3.5 | 0.4 | 2.1 | -3.1 | -7.2
9 | O=C1Nc2ccc(Br)cc2C1(O)Cc1ccncc1 (stereo not given) | -0.2 | 6.1 | -0.8 | 2.5 | 3.5
10 | Cc1ccc(OCc2cc(C(=O)Nc3ccccc3)oc2C)cc1 | -0.7 | -0.6 | -2.0 | -1.4 | 0.9

No. | GAA850 FXN act | KLK7 zymogen act | ADAM10 inh | ASAP1 GAP inh | HGIII-sPLA2 inh
1 | . | 0.4 | -1.4 | -6.8 | 4.0
2 | -0.4 | 0.8 | -255.1 | 7.8 | -2.7
3 | 1.2 | -2.8 | -42.6 | -14.2 | -10.8
4 | 1.0 | 0.5 | -6.0 | -10.0 | 4.3
5 | 3.2 | -0.7 | -0.2 | 4.8 | -10.7
6 | . | . | -4.1 | . | 6.2
7 | 1.7 | 0.4 | 2.9 | -10.5 | -1.2
8 | 0.6 | -0.1 | -1.0 | 2.6 | -1.8
9 | -1.9 | -0.8 | -3.2 | 4.5 | 3.4
10 | 2.6 | 0.1 | 7.2 | -11.5 | -25.9

As entered above.
#7 – KLK7 zymogen act = 0.4
#2 – KLK7 zymogen act = 0.8

Returning to the listing with the 4 entries that preceded the break.
No. | structure | NPR1 activator | ARFGAP1 inhibitor | NPR2 activator | DDE Tn6 FP inh | rCAG RNA binder
7 | O=C1c2ccccc2C(=O)N1CCCCN(C(=O)c1cc([N+](=O)[O-])ccc1Cl)c1ccc(Cl)cc1 | 2.7 | -2.2 | -0.1 | 1.1 | -1.3
8 | Cc1cc(C)c(OCC(=O)OCC(=O)NCC2CCCCC2)c(C)c1 | 3.5 | 0.4 | 2.1 | -3.1 | -7.2
9 | O=C1Nc2ccc(Br)cc2C1(O)Cc1ccncc1 (stereo not given) | -0.2 | 6.1 | -0.8 | 2.5 | 3.5
10 | Cc1ccc(OCc2cc(C(=O)Nc3ccccc3)oc2C)cc1 | -0.7 | -0.6 | -2.0 | -1.4 | 0.9
11 | O=C(NNC(=S)NC(=O)c1cccs1)c1ccc(NC(=O)c2ccccc2)cc1 | -0.5 | 7.3 | -5.3 | -0.7 | 33.8
12 | O=C(OCc1nnc(-c2ccc([N+](=O)[O-])cc2)o1)C1CCN(C(=O)c2ccc(F)cc2)CC1 | -3.2 | 2.7 | -4.7 | 1.7 | 1.8
13 | Cc1ccc(C(=O)NC(=S)NNC(=O)CCN2CCOCC2)cc1 | 1.1 | 4.0 | 0.6 | 8.4 | -0.2
14 | COC(=O)c1nn(-c2ccc(OC)cc2)c(=O)cc1O | 0.7 | 9.9 | 3.1 | 7.8 | -3.6
15 | COc1nc(OC)nc(N2CCC(C(=O)NCc3ccco3)CC2)n1 | 1.5 | -9.5 | -4.5 | 4.1 | -2.5
16 | CCSc1nnc(-c2ccc(OC)cc2)o1 | 3.0 | -7.9 | 4.2 | -2.4 | -0.4
17 | Cc1ccc(NC(=O)CN2CCN(CCN=CC3=C(O)CC(C)(C)CC3=O)CC2)cc1 | 1.2 | 11.0 | 3.6 | -4.6 | -9.3
18 | Cc1cccc(NC(=O)c2ccc(S(=O)(=O)N(C)c3ccccc3)cc2)n1 | 2.7 | -1.0 | 0.1 | -7.5 | 3.7
19 | Cc1nnsc1C(=O)Nc1cccc(Cl)c1C | 3.6 | 5.2 | 0.1 | 3.2 | 0.1
20 | CC(C)CC(C(=O)OCC(=O)Nc1ncc(Cl)cc1Cl)N1C(=O)c2ccccc2C1=O (stereo not given) | -3.9 | 14.0 | -2.0 | 2.4 | -4.6

No. | GAA850 FXN act | KLK7 zymogen act | ADAM10 inh | ASAP1 GAP inh | HGIII-sPLA2 inh
7 | 1.7 | 0.4 | 2.9 | -10.5 | -1.2
8 | 0.6 | -0.1 | -1.0 | 2.6 | -1.8
9 | -1.9 | -0.8 | -3.2 | 4.5 | 3.4
10 | 2.6 | 0.1 | 7.2 | -11.5 | -25.9
11 | -0.5 | -0.5 | -2.7 | -8.6 | 20.5*
12 | 0.7 | 0.6 | -10.8 | -13.6 | -4.0
13 | -1.4 | 0.4 | 11.8 | 11.7 | 7.1
14 | 4.6 | -0.2 | -10.8 | 2.7 | 6.4
15 | -2.0 | -0.4 | -4.3 | 13.3 | -1.6
16 | 3.8 | -0.3 | -3.4 | 4.5 | 1.8
17 | -1.5 | 0.2 | -4.8 | 21.2 | 6.3
18 | 0.9 | -0.3 | -8.3 | 6.9 | 0.8
19 | 2.4 | 0.5 | 0.5 | 13.3 | 2.4
20 | 2.9 | 1.0 | -0.1 | 7.1 | -9.1

(next part)
No. | structure | NPR1 activator | ARFGAP1 inhibitor | NPR2 activator | DDE Tn6 FP inh | rCAG RNA binder
21 | COc1cc(NC(=O)CCNC(=O)N2CC(=O)Nc3ccccc32)cc(OC)c1OC | 0.5 | -6.1 | -0.4 | 4.7 | 0.3
22 | NCCCC[C@H]1CNC(=O)C(=O)N1CCCCC1CCCCC1 | 0.0 | -4.3 | 6.7 | -6.0 | 9.6
23 | Cc1ccc2c(c1)-c1ncc(C(=O)c3cc(Br)ccc3O)cc1CO2 | -1.2 | 6.0 | -0.9 | -3.3 | 16.3
24 | COC(=O)CSc1nc(C(C)C)nc2ccccc12 | -4.8 | -4.5 | -7.8 | -4.2 | -3.8

No. | GAA850 FXN act | KLK7 zymogen act | ADAM10 inh | ASAP1 GAP inh | HGIII-sPLA2 inh
21 | -4.0 | 0.4 | -4.3 | 4.2 | 0.0
22 | 1.4 | 0.4 | -3.8 | -8.4 | 8.3
23 | . | 0.7 | -1.4 | 3.9 | -23.0
24 | -2.6 | -0.4 | 6.6 | 2.4 | 0.8

2 records picked at random from the list so far, as already listed:
No. | structure | NPR1 activator | ARFGAP1 inhibitor | NPR2 activator | DDE Tn6 FP inh | rCAG RNA binder
23 | Cc1ccc2c(c1)-c1ncc(C(=O)c3cc(Br)ccc3O)cc1CO2 | -1.2 | 6.0 | -0.9 | -3.3 | 16.3
22 | NCCCC[C@H]1CNC(=O)C(=O)N1CCCCC1CCCCC1 | 0.0 | -4.3 | 6.7 | -6.0 | 9.6

No. | GAA850 FXN act | KLK7 zymogen act | ADAM10 inh | ASAP1 GAP inh | HGIII-sPLA2 inh
23 | . | 0.7 | -1.4 | 3.9 | -23.0
22 | 1.4 | 0.4 | -3.8 | -8.4 | 8.3

From PubChem
